# PPARg SRC2 recr: promotes SRC-2 coactivator recruitment by human PPARgamma. activation, % at 8 µM. 200,000 compounds, 0.34% hits. AID 1032. PPARgamma LBD-SRC-2 recruitment, biochemical; in the data active = activation above about 22%;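 note: 0% = vehicle and 100% = reference agonist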
# Target sequence (P37231 whole entry, looked up, the tested form may be a part): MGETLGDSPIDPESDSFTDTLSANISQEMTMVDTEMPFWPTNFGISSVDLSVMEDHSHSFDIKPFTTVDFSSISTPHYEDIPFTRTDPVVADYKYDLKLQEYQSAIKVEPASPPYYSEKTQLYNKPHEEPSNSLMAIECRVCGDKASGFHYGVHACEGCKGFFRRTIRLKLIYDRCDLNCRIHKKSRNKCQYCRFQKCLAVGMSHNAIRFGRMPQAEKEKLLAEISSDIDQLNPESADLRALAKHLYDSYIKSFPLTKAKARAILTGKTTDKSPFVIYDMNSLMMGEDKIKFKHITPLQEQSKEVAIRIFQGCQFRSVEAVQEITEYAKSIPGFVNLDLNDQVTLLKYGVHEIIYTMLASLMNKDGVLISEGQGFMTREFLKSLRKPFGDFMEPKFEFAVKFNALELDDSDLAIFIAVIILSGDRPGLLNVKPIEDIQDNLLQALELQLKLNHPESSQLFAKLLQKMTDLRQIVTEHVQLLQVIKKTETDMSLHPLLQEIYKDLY
# STAT1 blocker: STAT1 signaling inhibition; inhibition, % at 5.5 µM; 200,000 compounds, 0.35% hits; AID 920; NIH 3T3 STAT1-luciferase reporter, IFN-gamma, luminescence;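 active = inhibition above a set limit, the mean inhibition across all tested compounds plus 3 SD, cut at about 34% in these data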;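 note: 0% = IFN-gamma with DMSO and 100% = IFN-gamma with 300 µM nifuroxazide; values of inactives mirror those of a sister screen read the other way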
# PPARg SRC3 recr: PPARgamma-driven SRC-3 recruitment agonism; P37231; biochemical PPARgamma/SRC-3 coactivator recruitment assay; activation, % at 8 µM; 200,000 compounds, 0.26% hits; in the data active = activation above about 23%;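 note: 0% = DMSO and 100% = reference agonist; some compounds past the cut are filed as inactive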
# STAT3 inh: reduces IL-6 driven STAT3 reporter signal; U3A cells, IL-6 STAT3-luciferase reporter, luminescence; host cell line lacks STAT1; inhibition, % at 5.5 µM; 190,000 compounds, 0.89% hits; AID 862;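 active = inhibition above the mean inhibition across all screened compounds plus 3 SD, cut at about 44% in these data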;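 note: 0% = DMSO only wells and 100% = 100 µM nifuroxazide control wells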
# SRC2 TRFRET art: flags TR-FRET format artefacts in PPARgamma SRC-2 recruitment agonist screen; TR-FRET artefact counter-screen; active compounds read high; TR-FRET ratio at 8 µM; 200,000 compounds, 0.4% hits; AID 1049; in the data active = TR-FRET ratio above about 2000; note: inactives centre near 1500
# STAT3 activator: activators of IL-6 induced STAT3 signaling; activation (% of control), % at 5.6 µM; U3A cells, IL-6 STAT3-luciferase reporter, luminescence; 100% = signal with IL-6 EC80 alone; 190,000 compounds, 0.91% hits;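 active = activation above the screen-wide mean of compound activation plus 3 SD, cut at about 130% in these data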;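 note: 0% = background luminescence of wells with medium and substrate only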
#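 Material: human STAT1-deficient U3A cells with stable STAT3-luciferase reporter / Probe or stimulus: IL-6 stimulus at 33 ng/mL final / Schedule: 1 h compound pre-exposure, 6 h IL-6 stimulation, 37 °C / Technique: luminescence / Read-out basis: percent of IL-6-only median luminescence / Control set: IL-6-only high control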
# bIAP inh: blocks bovine intestinal alkaline phosphatase activity | inhibition, % at 20 µM | purified bovine IAP, CDP-star luminescence, 30 min | 190,000 tested, under 10 active | AID 1019;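 active = over 50% inhibition of intestinal alkaline phosphatase at 20 µM in the single-dose screen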
#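 test system = bovine IAP enzyme | medium = DEA buffer 100 mM, pH 9.8, with MgCl2 1.0 mM, ZnCl2 0.02 mM | detection = luminescence | dosing = single compound dose of 20 µM, 2% DMSO final | incubation = 30 min reaction at room temperature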
# TNAP act hi DEA: increases human TNAP activity under high phosphate acceptor concentration; 200,000 tested, under 10 active; purified TNAP, CDP-star luminescence, 1 M DEA, 30 min; active compounds read high; 0 = EDTA background, 1 = DMSO-only activity; activation factor at 20 µM;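 active = activation factor at least 2 at 20 µM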
#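 Measured by: Luminescent substrate turnover signal | Test system: Human TNAP | Input: TNAP 1/800 final | Dosing: 20 µM single point | Schedule: 30 min, room temperature | Controls: EDTA wells as negative control, DMSO wells as positive control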
# bIAP activator: intestinal alkaline phosphatase (bovine) activation; purified bovine IAP, CDP-star luminescence, 30 min; active compounds read high; fold of DMSO-control signal, blank-subtracted; activation factor at 20 µM; 200,000 compounds, 0.17% hits;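 active = activation factor of 2 or more at 20 µM, a signal rise over negative controls twice the positive control's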
# ROMK primary: modulates human ROMK potassium channel activity | P48048 | Tet-inducible ROMK, thallium flux fluorescence; actives lie on both sides | B-score at 10 µM | 130,000 compounds, 2% hits;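 active = signal ratio slope over the read window, or its plate-corrected B-score, at least 3 SD from the plate mean, either direction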;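 note: B-score of the F/F0 ratio slope over 7 to 12 s after thallium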
# PPARg SRC1 recr: promotes SRC-1 coactivator recruitment by human PPARgamma; P37231; PPARgamma-SRC-1 coactivator recruitment biochemical assay; activation, % at 8 µM; 200,000 compounds, 0.41% hits; AID 631; in the data active = activation above about 19%;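 note: 0% = DMSO and 100% = reference agonist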
# * hit, by the source's call; . = not tested or not shown.
No.	SMILES	PPARg SRC2 recr	STAT1 blocker	PPARg SRC3 recr	STAT3 inh	SRC2 TRFRET art	STAT3 activator
1	O=S(=O)(c1ccc(N=C2NN=C(c3cc(F)ccc3F)CS2)cc1)N1CCOCC1	0.5	19.0	-1.9	8.1	1519	95.0
2	O=C(c1cccc(N2CCCC2=O)c1)N1CCN(c2ccccc2)CC1	2.4	-1.7	6.6	0.6	1567	104.8
3	COc1ccccc1-c1ccc(NC2CCCCC2)nn1	-1.2	-17.8	0.9	-2.6	1513	107.8
4	CCCCNC(=O)Nc1nc2ccccc2s1	6.4	-57.3	1.2	4.7	1769	101.8
5	Cc1cc(C)n(S(=O)(=O)c2ccc(C(C)(C)C)cc2)n1	-0.1	0.7	-5.9	5.5	1457	97.2
6	COc1ccc([N+](=O)[O-])cc1N(CC(O)Cn1nnc2ccccc21)S(=O)(=O)c1ccc(C)cc1 (centres undefined)	8.7	5.9	-4.0	9.5	1598	94.5
7	Oc1ccc(Br)cc1C=Nc1ccc(Cl)cc1	-4.6	1.4	-2.2	-6.5	1539	110.0
8	COc1ccccc1NC(=S)NCCC(c1ccccc1)c1ccccc1	-6.9	-4.5	4.2	7.1	1466	94.2
9	CC1CCN(C(c2cccs2)c2nnnn2Cc2ccccc2)CC1 (centres undefined)	4.4	-0.1	2.7	0.1	1714	103.0
10	N#CCCCn1c(-c2ccccc2)noc1=O	2.2	-8.0	6.5	2.4	1518	101.5
11	CCOC(=O)c1[nH]c2ccc(F)cc2c1NC(=O)CN1CCN(C/C=C/c2ccccc2)CC1	5.5	12.7	8.5	16.9	1662	90.2
12	CCN(C(=O)c1cnc2scc(C)n2c1=O)c1ccccc1C	-2.7	0.5	1.2	3.3	1580	97.5

No.	bIAP inh	TNAP act hi DEA	bIAP activator	ROMK primary	PPARg SRC1 recr
1	1.3	1	1	0.936	3.2
2	-17.0	1.1	1.2	.	5.6
3	-9.5	1	1.1	.	-4.8
4	3.1	1.1	1	-1.24	-0.7
5	9.4	1	0.9	-0.81	-2.7
6	22.3	1	0.8	.	10.5
7	-10.2	1	1.1	0.411	-3.9
8	1.6	1	1	0.0623	-0.9
9	33.4	1	0.7	-1.4	4.8
10	18.4	1	0.8	.	2.3
11	-2.4	1	1	.	-0.8
12	9.2	1.1	0.9	.	5.2

# From no. 1 to 10, copied from above:
No.	SMILES	PPARg SRC2 recr	STAT1 blocker	PPARg SRC3 recr	STAT3 inh	SRC2 TRFRET art	STAT3 activator
1	O=S(=O)(c1ccc(N=C2NN=C(c3cc(F)ccc3F)CS2)cc1)N1CCOCC1	0.5	19.0	-1.9	8.1	1519	95.0
2	O=C(c1cccc(N2CCCC2=O)c1)N1CCN(c2ccccc2)CC1	2.4	-1.7	6.6	0.6	1567	104.8
3	COc1ccccc1-c1ccc(NC2CCCCC2)nn1	-1.2	-17.8	0.9	-2.6	1513	107.8
4	CCCCNC(=O)Nc1nc2ccccc2s1	6.4	-57.3	1.2	4.7	1769	101.8
5	Cc1cc(C)n(S(=O)(=O)c2ccc(C(C)(C)C)cc2)n1	-0.1	0.7	-5.9	5.5	1457	97.2
6	COc1ccc([N+](=O)[O-])cc1N(CC(O)Cn1nnc2ccccc21)S(=O)(=O)c1ccc(C)cc1 (centres undefined)	8.7	5.9	-4.0	9.5	1598	94.5
7	Oc1ccc(Br)cc1C=Nc1ccc(Cl)cc1	-4.6	1.4	-2.2	-6.5	1539	110.0
8	COc1ccccc1NC(=S)NCCC(c1ccccc1)c1ccccc1	-6.9	-4.5	4.2	7.1	1466	94.2
9	CC1CCN(C(c2cccs2)c2nnnn2Cc2ccccc2)CC1 (centres undefined)	4.4	-0.1	2.7	0.1	1714	103.0
10	N#CCCCn1c(-c2ccccc2)noc1=O	2.2	-8.0	6.5	2.4	1518	101.5

No.	bIAP inh	TNAP act hi DEA	bIAP activator	ROMK primary	PPARg SRC1 recr
1	1.3	1	1	0.936	3.2
2	-17.0	1.1	1.2	.	5.6
3	-9.5	1	1.1	.	-4.8
4	3.1	1.1	1	-1.24	-0.7
5	9.4	1	0.9	-0.81	-2.7
6	22.3	1	0.8	.	10.5
7	-10.2	1	1.1	0.411	-3.9
8	1.6	1	1	0.0623	-0.9
9	33.4	1	0.7	-1.4	4.8
10	18.4	1	0.8	.	2.3

# Following part:
No.	SMILES	PPARg SRC2 recr	STAT1 blocker	PPARg SRC3 recr	STAT3 inh	SRC2 TRFRET art	STAT3 activator
13	Cc1ccc(Cl)cc1N1CCN(S(=O)(=O)c2cnc[nH]2)CC1	9.3	1.4	1.6	0.0	1527	104.0
14	CC(=O)Nc1ccc(S(=O)(=O)NCCNC(=O)c2ccccc2F)cc1	-1.5	7.0	-5.4	16.7	1510	90.2
15	CCCn1c(CC)nc([N+](=O)[O-])c1S(=O)(=O)c1ccccc1	4.2	12.4	8.5	20.7	1465	90.8
16	CCc1cccc(C)c1NC(=S)NCCc1c(C)[nH]c2ccc(C)cc12	8.8	-0.2	8.7	-1.3	1500	101.0
17	CCCCNC(=O)CO/N=C(\C)c1cc2ccccc2o1	-2.7	6.6	0.1	12.1	1401	91.5
18	Cn1c(=O)[nH]c(=O)c2c1nc(SCCO)n2CC(O)COc1ccccc1 (centres undefined)	10.1	0.1	1.2	25.8	1541	82.0
19	CC1CC(C)CN(C(=O)c2ccc3c(=O)n(Cc4ccc5c(c4)OCO5)c(=S)[nH]c3c2)C1 (centres undefined)	-6.8	5.2	-0.1	3.5	1415	100.4
20	CCCC(=O)NC(c1ccc2c(c1)OCO2)c1cc(Cl)c2cccnc2c1O (centres undefined)	2.9	-7.4	-1.3	-4.3	1627	103.7

No.	bIAP inh	TNAP act hi DEA	bIAP activator	ROMK primary	PPARg SRC1 recr
13	-17.0	1	1.2	.	7.5
14	11.7	1	0.9	.	3.1
15	3.2	1	1	.	5.6
16	19.4	1	0.8	-0.424	7.9
17	2.0	1	1	-1.15	-4.0
18	-2.0	1	1	0.586	5.5
19	-15.6	1	1.2	.	5.3
20	2.1	1	1	0.763	0.2

# Quoted from above for reference:
No.	SMILES	PPARg SRC2 recr	STAT1 blocker	PPARg SRC3 recr	STAT3 inh	SRC2 TRFRET art	STAT3 activator
19	CC1CC(C)CN(C(=O)c2ccc3c(=O)n(Cc4ccc5c(c4)OCO5)c(=S)[nH]c3c2)C1 (centres undefined)	-6.8	5.2	-0.1	3.5	1415	100.4
20	CCCC(=O)NC(c1ccc2c(c1)OCO2)c1cc(Cl)c2cccnc2c1O (centres undefined)	2.9	-7.4	-1.3	-4.3	1627	103.7

No.	bIAP inh	TNAP act hi DEA	bIAP activator	ROMK primary	PPARg SRC1 recr
19	-15.6	1	1.2	.	5.3
20	2.1	1	1	0.763	0.2

# Screening results as filed in PubChem.
